Bioassay records as filed in PubChem BioAssay.
PAFAH2 inh: PAFAH2 (human) inhibition; 0.99% of 340,000 active; inhibition, % at 3.39 µM; AID 492956; recombinant PAFAH2, FP-rhodamine activity probe, fluorescence polarization; Q99487;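 active = inhibition above the mean over all tested compounds plus 3 SD, cut at about 30% in these data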;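 note: inhibitors block probe labeling of enzyme so polarization drops; 0% = enzyme with DMSO and 100% = wells lacking PAFAH2 protein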
AHR act: activates the human aryl hydrocarbon receptor; 2.5% of 320,000 active; AHR-responsive luciferase reporter cells, luminescence; AID 2796; activation, % at 5 µM; P35869; in the data active = activation above about 47%;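 note: 0% = vehicle wells and 100% = reference agonist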
Target sequence (P35869 whole entry, looked up): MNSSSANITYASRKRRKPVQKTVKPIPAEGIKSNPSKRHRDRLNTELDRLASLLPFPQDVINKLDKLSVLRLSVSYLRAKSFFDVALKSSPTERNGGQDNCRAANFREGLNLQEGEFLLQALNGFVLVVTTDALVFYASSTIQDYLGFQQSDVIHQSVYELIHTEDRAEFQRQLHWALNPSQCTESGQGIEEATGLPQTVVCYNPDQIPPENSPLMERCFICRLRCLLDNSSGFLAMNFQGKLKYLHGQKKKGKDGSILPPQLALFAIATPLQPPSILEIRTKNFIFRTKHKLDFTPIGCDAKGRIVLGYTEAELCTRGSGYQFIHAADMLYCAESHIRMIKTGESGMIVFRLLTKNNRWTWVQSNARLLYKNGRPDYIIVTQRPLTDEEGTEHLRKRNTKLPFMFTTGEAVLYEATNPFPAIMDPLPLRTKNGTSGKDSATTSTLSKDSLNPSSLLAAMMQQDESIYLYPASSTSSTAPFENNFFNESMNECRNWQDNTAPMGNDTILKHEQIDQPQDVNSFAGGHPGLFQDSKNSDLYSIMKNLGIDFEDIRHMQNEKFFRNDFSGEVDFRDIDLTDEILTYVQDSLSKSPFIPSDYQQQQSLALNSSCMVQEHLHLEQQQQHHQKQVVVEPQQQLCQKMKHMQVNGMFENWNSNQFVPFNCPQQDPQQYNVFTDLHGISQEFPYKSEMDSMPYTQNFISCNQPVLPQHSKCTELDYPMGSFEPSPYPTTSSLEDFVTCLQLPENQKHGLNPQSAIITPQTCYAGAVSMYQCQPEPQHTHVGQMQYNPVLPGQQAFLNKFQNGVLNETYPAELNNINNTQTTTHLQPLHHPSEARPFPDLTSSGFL
HCV core dimer: HCV core protein dimerization inhibition; TR-FRET GST/Flag-core106 dimerization, 1536-well; inhibition, % at 5 µM; 0.33% of 300,000 active; AID 1899;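 active = inhibition above the mean of all tested compounds plus 3 SD, set per screening campaign, cut at about 45% in these data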
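Assay system: GST-tagged and Flag-tagged HCV core protein residues 1-106 / Times: compound-protein-antibody incubation 4 h at 22.5 °C / Signal: time-resolved FRET, ex 340 nm, em 617 and 671 nm / Evaluation: % inhibition based on acceptor/donor emission ratio / Benchmarks: wells lacking GST-core106 and wells with excess unlabelled core106 / Repeats: singlicate, one well per compound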
proCasp3 act: activates human procaspase-3 | activation, % at 8.5 µM | 0.11% of 330,000 active | P42574 | recombinant procaspase-3 D3A, Ac-DEVD-pNA absorbance 405 nm;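 active = activation above the mean of all tested compounds plus 3 SD, cut at about 21% in these data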;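 note: 0% = DMSO alone and 100% = DMSO wells spiked with extra 5 µM PC-3 D3A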
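Compound: 8.5 µM single point, 0.8% DMSO / Material: Autoprocessing-dead procaspase-3 D3A mutant enzyme / Timing: 1 h preincubation plus 2 h reaction at 25 °C / Medium: Zinc-free HEPES/NaCl buffer with 0.01% Triton X-100 at pH 7.4 / Technique: 405 nm absorbance of p-nitroaniline, reads at 0 and 120 min / Repeats: one well per compound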
TPT1 inh: C. albicans TPT1 enzyme inhibition. recombinant caTPT1, FP RNA substrate dephosphorylation. inhibition, % at 5 µM. 0.81% of 300,000 active;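 active = inhibition above the mean of all tested compounds plus 3 SD, set per screening campaign, cut at about 24% in these data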;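 note: plate controls were DMSO alone for no effect and ferristatin control at 100 nM for full effect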
PP5 primary: blocks human protein phosphatase 5 activity; purified PP5c, OMFP substrate fluorescence; P53041; 0.18% of 320,000 active; inhibition, % at 6.7 µM;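 active = inhibition above the campaign's mean inhibition across all tested compounds plus 3 SD, cut at about 9.5% in these data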;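 note: 0% = DMSO only and 100% = 100 µM cantharidin control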
procasp7 counter: counter-screen: procaspase-7 (human) activation | P55210 | recombinant procaspase-7, Ac-DEVD-pNA absorbance 405 nm; D23A/D198A/D206A triple mutant, cannot self-cleave; scale: DMSO 0, 5 µM enzyme 100 | activation, % at 8.5 µM | 0.093% of 330,000 active | AID 463210;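 active = percent activation above the screen-wide mean plus 3 SD, cut at about 25% in these data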
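signal = Epi-absorbance of released pNA at 405 nm, two timepoints | assay system = Uncleavable procaspase-7 mutant enzyme | reagent = Ac-DEVD-pNA substrate, 400 µM as added | times = 1 h enzyme–compound preincubation and 2 h substrate reaction, both 25 °C | benchmarks = low DMSO alone, high DMSO plus 5 µM PC-7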
CTSL1 counter: cathepsin L1 inhibition, PFM18AAP counter-screen. recombinant F. hepatica cathepsin L1, Z-Leu-Arg-MCA fluorescence. inhibition, % at 5.96 µM. 0.49% of 300,000 active;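 active = inhibition above the mean of all tested compounds plus 3 SD, set per screening campaign, cut at about 17% in these data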;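 note: 0% = plate median of test compound wells and 100% = 1 µM Z-Phe-Ala-diazomethylketone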
PP1 inh: blocks human PP1-alpha phosphatase, a PP5 counter-screen; P62136; inhibition, % at 6.7 µM; purified PP1alpha, OMFP fluorescence; 0.9% of 320,000 active;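 active = inhibition above the mean inhibition of all tested compounds plus 3 SD, computed separately for each screening campaign, cut at about 15% in these data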
* = called active by the depositor; / = not tested or not shown.

SMILES	PAFAH2 inh	AHR act	HCV core dimer	proCasp3 act	TPT1 inh	PP5 primary	procasp7 counter	CTSL1 counter	PP1 inh
OCC1(Cc2ccccc2F)CCCN(Cc2c(F)ccc(F)c2F)C1 (stereo not given)	8	-3	-2	2	1	3.6	1	1	1
Cc1ccc(CN2C(=O)CC(Nc3ccc(N4CCOCC4)cc3)C2=O)cc1 (stereo not given)	-4	4	-8	-6	2	-2.6	-16	3	0
COc1ccc(S(=O)(=O)N(C)CC(=O)Nc2ccc3c(c2)OCO3)cc1OC	12	6	10	-1	-4	0.7	1	-5	-1
Cc1cccc(/C(N)=N/OC(=O)COc2ccc(Cl)c(C)c2)c1	-3	-2	-5	-3	-2	-0.3	8	-7	-2
CCOc1ncccc1C(=O)OCC(=O)c1cc(C)n(Cc2ccco2)c1C	-6	-3	12	1	0	1.7	1	-6	-1
CC(C)c1ccc2oc(-c3cc(N)ccc3O)nc2c1	17	70*	-4	1	0	6.4	-3	4	2
O=C(CCCN1C(=O)/C(=C/c2ccc3c(c2)OCO3)SC1=S)Nc1cccc(C(=O)O)c1	7	-17	7	-9	16	-1.5	-7	7	5
CCc1cc(/C(Cc2ccccn2)=N\O)c(O)cc1O	14	1	1	-4	-5	0.3	-8	2	2
COc1ccc(C(=O)NCCc2ccc(C(F)(F)F)cc2)cc1S(=O)(=O)N1CCOCC1	11	-1	/	2	/	0.7	-5	/	-3
Nc1n[nH]c(=S)n1-c1ccc(Cl)cc1	0	1	-3	-12	-4	-5.4	-20	1	6
COc1ccccc1NC(=O)Nc1ccc(S(=O)(=O)Nc2onc(C)c2C)cc1	3	3	/	4	/	-0.8	-5	/	-2
S=C(NCc1cccs1)Nc1cccc2ccccc12	-5	11	4	2	-2	2.0	1	10	-2
OCC1CCCN(C(=S)NCCc2ccccc2)C1 (stereo not given)	4	22	0	4	-1	-0.5	9	-5	4
O=S(=O)(NC1CCCC1)c1ccc(S(=O)(=O)N2CCc3ccccc32)cc1	8	2	3	-9	-1	8.4	2	1	2
CN1C(=O)C2(C(C#N)=C(N)Oc3c2oc(CO)cc3=O)c2ccccc21 (stereo not given)	0	-1	2	4	-3	0.0	0	-5	-1
COc1ccc(C2C(C#N)=C(N)OC3=C2C(=O)CC(C)C3)c(OC)c1OC (stereo not given)	0	-2	6	-7	1	3.0	-4	-4	0
COCC(=O)Nc1ccc(Br)c(C)c1	3	12	-3	-2	2	2.0	3	-3	-1
CN(C)c1cc2c(cc1NS(=O)(=O)c1ccccc1)n(C)c(=O)n2C	-2	2	-1	6	-1	0.4	0	-2	-4
CCn1c(SCC(=O)NC2CCCCC2)nnc1-c1cccs1	-15	0	2	4	-4	-0.8	1	1	0
Cc1ccc(NC(=O)CN2C(=O)C3C4C=CC(C4)C3C2=O)cc1S(=O)(=O)N(C)C (stereo not given)	2	-1	-8	5	0	2.3	2	0	-3
CC(C)Oc1ccc(N2CC(C(=O)OCC(=O)NCc3ccccc3)CC2=O)cc1 (stereo not given)	2	0	0	-7	-1	1.0	11	-12	0
COc1ccc(C(=O)C2CCCN(Cc3cn[nH]c3-c3ccc(F)cc3)C2)cc1OC (stereo not given)	10	-1	-1	0	-5	-0.4	-11	-1	0
COc1cc(C(=O)OCC(=O)N2CCN(C(C)=O)CC2)ccc1OCC(C)C	5	-1	1	14	1	-1.3	-3	2	7
CCCS(=O)(=O)N1CCC(C(=O)N2CCN(C(=O)OCC)CC2)CC1	5	-2	-2	0	-5	-0.2	5	-2	-3
Cc1c(-n2c(SCC(=O)O)nnc2-c2ccccc2Cl)c(=O)n(-c2ccccc2)n1C	-1	1	-3	-2	-8	3.5	7	-5	-5
COc1cccc(CNC(=O)c2cccs2)c1	6	1	-13	-4	0	1.7	-6	-2	-3
CN1CCN(C(=O)c2ccccc2NC(=O)Cc2ccccc2)CC1	-3	4	3	2	-2	0.7	-6	-6	-1
O=C(COC(=O)c1ccc(S(=O)(=O)N2CCCC2)cc1)NCc1ccc(F)cc1	-2	0	-5	5	-3	2.3	4	-6	1
Fc1ccc(N2CCN(c3ccc4c(C(F)(F)F)cc(C(F)(F)F)nc4n3)CC2)cc1	6	-2	2	2	0	4.3	-8	-2	1
CCOc1ccccc1Nc1nnc(SCC(=O)N2CCCC2)s1	-1	17	-4	-7	-1	1.0	14	1	-1
Cc1cc(NC(=O)CSc2nc3c(c(=O)n2C)SCC3)no1	6	4	-2	13	-1	-0.4	2	2	1
CC(C)(C)N1C(=O)c2ccc(C(=O)Nc3ccc(O)cc3)cc2C1=O	7	6	4	3	2	1.4	9	-5	0
CCCC(CCC(=O)Nc1cc([N+](=O)[O-])ccc1O)C(=O)O (stereo not given)	0	1	-8	2	-2	1.4	-8	3	0
COc1ccc(/C=C/C(=O)c2ccc(O)cc2)cc1	-7	-1	2	9	-4	2.5	4	1	-7
Cc1cc(=O)oc2ccc(OC(=O)c3cccc(S(=O)(=O)N4CCOCC4)c3)cc12	-6	1	-2	4	-5	0.4	-5	-11	-3
CCCCn1c(=O)[nH]c2ccccc21	-5	0	-28	-3	0	-4.8	-15	-6	-6
COc1ccc(CNC(=O)CCC(=O)c2ccccc2)cc1	2	1	/	1	/	0.0	0	/	1
S=C(NCc1ccncc1)Nc1ccc(Cl)c(Cl)c1	-1	10	-6	3	0	-0.4	-8	1	1
CC1(C)CC(=O)c2cc3c(nc2C1)CC(C)(C)CC3=O	50*	-4	-9	0	-2	4.0	5	-3	2
CC(C)CN1C2CCCC1CC(NC(=S)NCc1ccco1)C2 (stereo not given)	2	-1	-5	3	-3	-3.5	8	5	-5
COc1cc(NC(=O)CSc2nccc(=O)[nH]2)c(C)cc1[N+](=O)[O-]	11	0	2	-2	-6	0.7	16	1	-4
CC(=O)OC[C@H]1O[C@@H](Oc2cc(O)cc3oc(-c4ccc(O)cc4)cc(=O)c23)[C@H](O[C@@H]2O[C@@H](C)[C@H](O)[C@@H](O)[C@H]2O)[C@@H](O)[C@@H]1O	-3	0	/	11	/	/	22	/	/
C[C@H](NC(=O)c1nc[nH]c1C(=O)NCCCCCNC(=O)OC(C)(C)C)C(=O)OCc1ccccc1	0	10	-7	-2	-6	2.8	-3	-4	1
COc1cccc(-c2ccc(C#N)c(OC(=O)c3ccc(Cl)cc3)n2)c1	-8	0	-5	4	-1	0.6	2	2	4
COc1ccc(N2CCN(S(=O)(=O)c3ccc4c(c3)NC(=O)C(C)C(=O)N4)CC2)cc1 (stereo not given)	-2	2	2	-1	3	2.8	0	-1	-2
Oc1ccc(/C=N/N2CCN(C3c4ccccc4-c4ccccc43)CC2)cc1O	-6	2	5	-1	1	2.5	-14	2	8
CCCCN(C(=O)NC(=O)C1=C(N2CCOCC2)/C(=C/c2ccccc2)CC1)S(C)(=O)=O	7	-1	-5	-52	0	1.9	-69	0	-8
O=C(c1ccco1)N1CCN(C(=O)c2ccccc2NS(=O)(=O)c2ccc(F)cc2)CC1	6	3	-3	-3	5	-0.1	6	3	-5

15 consecutive compounds from above, for reference:
SMILES	PAFAH2 inh	AHR act	HCV core dimer	proCasp3 act	TPT1 inh	PP5 primary	procasp7 counter	CTSL1 counter	PP1 inh
OCC1(Cc2ccccc2F)CCCN(Cc2c(F)ccc(F)c2F)C1 (stereo not given)	8	-3	-2	2	1	3.6	1	1	1
Cc1ccc(CN2C(=O)CC(Nc3ccc(N4CCOCC4)cc3)C2=O)cc1 (stereo not given)	-4	4	-8	-6	2	-2.6	-16	3	0
COc1ccc(S(=O)(=O)N(C)CC(=O)Nc2ccc3c(c2)OCO3)cc1OC	12	6	10	-1	-4	0.7	1	-5	-1
Cc1cccc(/C(N)=N/OC(=O)COc2ccc(Cl)c(C)c2)c1	-3	-2	-5	-3	-2	-0.3	8	-7	-2
CCOc1ncccc1C(=O)OCC(=O)c1cc(C)n(Cc2ccco2)c1C	-6	-3	12	1	0	1.7	1	-6	-1
CC(C)c1ccc2oc(-c3cc(N)ccc3O)nc2c1	17	70*	-4	1	0	6.4	-3	4	2
O=C(CCCN1C(=O)/C(=C/c2ccc3c(c2)OCO3)SC1=S)Nc1cccc(C(=O)O)c1	7	-17	7	-9	16	-1.5	-7	7	5
CCc1cc(/C(Cc2ccccn2)=N\O)c(O)cc1O	14	1	1	-4	-5	0.3	-8	2	2
COc1ccc(C(=O)NCCc2ccc(C(F)(F)F)cc2)cc1S(=O)(=O)N1CCOCC1	11	-1	/	2	/	0.7	-5	/	-3
Nc1n[nH]c(=S)n1-c1ccc(Cl)cc1	0	1	-3	-12	-4	-5.4	-20	1	6
COc1ccccc1NC(=O)Nc1ccc(S(=O)(=O)Nc2onc(C)c2C)cc1	3	3	/	4	/	-0.8	-5	/	-2
S=C(NCc1cccs1)Nc1cccc2ccccc12	-5	11	4	2	-2	2.0	1	10	-2
OCC1CCCN(C(=S)NCCc2ccccc2)C1 (stereo not given)	4	22	0	4	-1	-0.5	9	-5	4
O=S(=O)(NC1CCCC1)c1ccc(S(=O)(=O)N2CCc3ccccc32)cc1	8	2	3	-9	-1	8.4	2	1	2
CN1C(=O)C2(C(C#N)=C(N)Oc3c2oc(CO)cc3=O)c2ccccc21 (stereo not given)	0	-1	2	4	-3	0.0	0	-5	-1

More entries.
SMILES	PAFAH2 inh	AHR act	HCV core dimer	proCasp3 act	TPT1 inh	PP5 primary	procasp7 counter	CTSL1 counter	PP1 inh
Cc1nc(/C(N)=N/OC(=O)Cc2ccccc2)no1	-3	0	-1	5	-1	1.9	-2	-18	-5
COc1cccc(Oc2coc3cc(OC(=O)N4CCOCC4)ccc3c2=O)c1	10	1	3	-2	0	1.0	-4	-4	-3
CCc1nnc(NC(=O)CN2CCN(C3CCCCC3)CC2)s1	2	0	0	-1	3	0.7	-7	2	-1
CCN(C(=O)C1CCCN1S(=O)(=O)c1cccc2nsnc12)c1ccccc1 (stereo not given)	-5	3	2	-14	3	-0.3	-3	-5	-4
CCCCc1ccc(NC=C2C(=O)OC3(CCCCC3)OC2=O)cc1	0	2	-2	10	0	-0.3	6	-1	0
CCc1ccc(NCc2cc3c(C)nn(-c4ccccc4)c3[nH]c2=O)cc1	0	3	7	-1	4	2.8	-4	4	0
CCC(=O)OC1(C#CCOc2ccc(OC)cc2)CCN(C)CC1	-14	8	-2	5	1	3.2	0	-1	0
CCOC(=O)c1c(C)[nH]c(C(=O)OCC(=O)NC(C)C)c1C	-3	39	-3	2	-3	-3.6	-4	5	1
CCCCn1c(CCNC(=O)CC)nc2ccccc21	-4	1	-5	9	2	2.7	9	-5	2
NC(C(=O)O)C(c1ccccc1)C(F)F (stereo not given)	/	3	-3	2	0	0.9	-5	-2	-4
